SUMO Mot1 rescue – yeast Mot1-301 growth rescue at high temperature, primary screen, SUMOylation pathway inhibitor project, S. cerevisiae, ATP luminescence, 38.5C; S. cerevisiae Mot1-301 growth rescue; percent above DMSO median, 100 means doubled; growth rescue, % at 18.8 µM; actives 1% (n = 320,000);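 active = every valid replicate shows activation above 250% relative to neutral control wells; inactive = the rest, any valid replicate at or below 250%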;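 note: OY570 slx delta 5 strain wells were the positive control but not used for scaling; some compounds called inactive have numbers as strong as hits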
Ecoli viability – E. coli V3065 growth inhibition, primary screen, counter-screen for AddAB inhibitor project, absorbance, OD600; 18 h; inhibition, % at 11.9 µM; actives 0.27% (n = 330,000);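 active = inhibition above the campaign's mean inhibition across all tested compounds plus 3 SD, cut at about 9.9% in these data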;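 note: uninfected addAB+ strain grown without phage in ampicillin broth; 0% = DMSO wells and 100% = ciprofloxacin 0.95 µg/ml wells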
Pemphigus Ab inh – inhibitors of pemphigus antibody binding to DSG3, primary screen, biochemical, bead-based, flow cytometry, scFv-GFP; Desmoglein-3 (Homo sapiens), P32926; DSG3-coupled beads, scFv-anti-DSG3-GFP binding; active compounds read low; binding (percent of control), % at 10 µM; actives 0.48% (n = 310,000); AID 588358, 2011;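 active = binding more than 3 SD below its plate's average and above zero; inconclusive = below that plate limit but binding exactly zero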;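 note: hits lower antibody fragment binding to DSG3; some compounds called inactive have numbers as strong as hits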
Target sequence (P32926 whole entry, looked up, the tested form may be a part): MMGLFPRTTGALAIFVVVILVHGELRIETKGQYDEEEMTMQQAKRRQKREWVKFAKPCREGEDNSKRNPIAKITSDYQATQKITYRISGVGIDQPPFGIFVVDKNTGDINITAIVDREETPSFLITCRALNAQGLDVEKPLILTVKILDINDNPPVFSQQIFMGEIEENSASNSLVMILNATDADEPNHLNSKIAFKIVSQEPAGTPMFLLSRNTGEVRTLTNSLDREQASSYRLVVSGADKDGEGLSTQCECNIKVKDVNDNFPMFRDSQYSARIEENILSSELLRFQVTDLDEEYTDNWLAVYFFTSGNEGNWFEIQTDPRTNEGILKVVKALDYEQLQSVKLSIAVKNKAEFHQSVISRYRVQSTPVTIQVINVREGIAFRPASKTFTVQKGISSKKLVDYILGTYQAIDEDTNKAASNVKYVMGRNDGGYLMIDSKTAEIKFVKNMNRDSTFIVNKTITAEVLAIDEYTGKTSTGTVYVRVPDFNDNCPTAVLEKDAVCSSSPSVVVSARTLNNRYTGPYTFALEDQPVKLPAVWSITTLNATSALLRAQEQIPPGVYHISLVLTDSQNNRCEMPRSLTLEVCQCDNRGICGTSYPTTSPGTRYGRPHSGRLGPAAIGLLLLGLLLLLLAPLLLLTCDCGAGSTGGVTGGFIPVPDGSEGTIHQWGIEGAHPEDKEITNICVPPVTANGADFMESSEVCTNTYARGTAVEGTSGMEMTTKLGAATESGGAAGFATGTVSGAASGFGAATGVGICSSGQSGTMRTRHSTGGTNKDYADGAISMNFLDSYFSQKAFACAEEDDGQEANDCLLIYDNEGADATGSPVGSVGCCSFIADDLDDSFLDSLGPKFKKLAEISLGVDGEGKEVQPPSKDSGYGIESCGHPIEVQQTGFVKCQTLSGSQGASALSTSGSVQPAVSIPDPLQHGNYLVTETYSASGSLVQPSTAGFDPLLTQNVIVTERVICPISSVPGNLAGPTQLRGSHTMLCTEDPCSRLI
AddAB inh – growth inhibition of E. coli expressing H. pylori AddAB, primary screen, AddAB inhibitor project, absorbance | actives 0.29% (n = 330,000) | inhibition, % at 11.9 µM; in the data active = inhibition above about 12%;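 note: 0% = vehicle wells of infected cells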
phage Ecoli inh – growth loss of phage-infected E. coli, primary screen, RecBCD inhibitor project, absorbance, with phage, HTS; inhibition, % at 11.9 µM; AID 651602, 2012; actives 0.26% (n = 360,000); in the data active = inhibition above about 11%
HTR5A inv ag – HTR5A inverse agonists in luminescence cell assay, primary screen, counter-screen for OPRM1-OPRD1 heterodimer inverse agonist project, full-deck HTS | 5-hydroxytryptamine receptor 5A (Homo sapiens), P47898 | HTR5A cell line, inverse agonism | inhibition, % at 9.3 µM | actives 0.083% (n = 340,000); in the data active = inhibition mostly above about 23%, no sharp cut-off; inactive = mostly below about 18%;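 note: 0% = cells with DMSO and 100% = no-cell wells with DMSO; some compounds called inactive have numbers as strong as hits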
PfHsp90 set2 – growth inhibition of PfHsp90-expressing yeast, primary screen, antimalarial PfHsp90 inhibitor project, S. cerevisiae, BacTiter-Glo luminescence, single point, set 2; BacTiter-Glo ATP, 48 h; yeast lacking PDR1 and PDR3 efflux regulators; inhibition, % at 9.4 µM; actives 0.32% (n = 310,000); AID 504621, 2011;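 active = every replicate shows inhibition above about 80%, whatever the replicate mean, limit read from the data; inconclusive = mean inhibition reaches the set limit but some replicate falls short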;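 note: 0% = DMSO neutral controls and 100% = 20 µM radicicol positive controls; yeast relying on Plasmodium falciparum Hsp90 in place of its own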
OPRM1-OPRD1 inv – inverse agonists of MOR-DOR heterodimerization, primary screen, cell-based, luminescence; actives 0.21% (n = 340,000); cell-based MOR-DOR heterodimer luminescence, inverse agonism; inhibition, % at 9.3 µM; Mu-type opioid receptor (Homo sapiens) + Delta-type opioid receptor (Homo sapiens), …; AID 504357, 2011; in the data active = inhibition above about 22%, passing the limit was not always enough;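 note: 0% = cells with DMSO and 100% = wells without cells with DMSO; values of inactives mirror those of a sister screen read the other way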
PKA-R1A act – activators of PKA-R1A holoenzyme, primary screen, biochemical, fluorescence polarization, Cy5-IP20, bovine R1A, mouse PKAc. actives 0.083% (n = 340,000). cAMP-dependent protein kinase type I-alpha regulatory subunit (Bos taurus) + …. PKA-R1A dissociation; scaled: DMSO 0%, 113 µM cGMP 100%. activation, % at 11.4 µM. AID 504707, 2011;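 active = percent activation above the mean of all tested compounds plus 3 SD, cut at about 19% in these data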;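 note: higher means more PKAc released from R1A so a rise in polarization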
MOR-DOR ag – agonists of OPRM1-OPRD1 heterodimerization, primary screen, cell-based, luminescence | Mu-type opioid receptor (Homo sapiens) + Delta-type opioid receptor (Homo sapiens), … | cells | activation, % at 9.3 µM | actives 0.3% (n = 340,000) | AID 504326, 2011; in the data active = activation above about 18%;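 note: 0% = vehicle-treated cells and 100% = reference agonist; values of inactives mirror those of a sister screen read the other way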
HTR5A ag ctr – HTR5A agonists in luminescence cell assay, primary screen, counter-screen for OPRM1-OPRD1 heterodimer agonist project, full-deck HTS; cell-based; actives 0.61% (n = 340,000); activation, % at 9.3 µM; AID 504692, 2011; 5-hydroxytryptamine receptor 5A (Homo sapiens), P47898; in the data active = activation mostly above about 9.5%, no sharp cut-off; inactive = mostly below about 7.6%;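 note: 0% = cells with vehicle only and 100% = reference agonist; strong numbers were not always called active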
* marks the source's active call; other numbers are inactive results; i = inactive; ? = inconclusive; / = not tested or not shown.

SMILES	SUMO Mot1 rescue	Ecoli viability	Pemphigus Ab inh	AddAB inh	phage Ecoli inh	HTR5A inv ag	PfHsp90 set2	OPRM1-OPRD1 inv	PKA-R1A act	MOR-DOR ag	HTR5A ag ctr
O=C(CCn1c(=O)c2ccccc2n(Cc2cccc([N+](=O)[O-])c2)c1=O)N1CCc2ccccc2C1	3	-1.3	84	0.3	2.7	13	3	17	-7	-3.4	2
Cc1onc(-c2c(Cl)cccc2Cl)c1C(=O)O/N=C(\C#N)c1ccccc1	2	-1.3	/	-1.6	1.8	-17	-10	7	6	-1.4	-2
Cc1ccccc1C1=N/C(=C/c2cccs2)C(=O)O1	31	2.1	82	3.1	3.9	2	/	-1	-18	0.2	4
Fc1ccc(NCc2n[nH]c(=S)n2Cc2ccccc2)cc1	426	2.5	102	2.8	4.5	0	1	-1	0	0.3	0
CCn1c(SCC(=O)Nc2ccc3c(c2)OCCO3)nnc1C1CC1	-7	-0.3	91	0.3	3.0	5	-8	13	-3	-1.9	-2
O=C(O)CCC(=O)Nc1cccc(-c2nnc(-c3ccccc3)o2)c1	112	2.8	118	-2.4	2.6	-17	-1	9	2	-1.7	4
CC(C)C(=O)NC(=S)Nc1ccc(S(=O)(=O)N(C)Cc2ccccc2)cc1	12	2.1	109	1.5	-1.3	15	16	2	-8	-0.6	-6
CCN1CCN(S(=O)(=O)c2ccc(Cl)c(C(=O)N(C)Cc3cccs3)c2)CC1	8	-2.8	/	0.9	0.7	12	11	5	-5	-1.3	-5
O=C(Nc1n[nH]c(=S)s1)c1ccco1	7	-2.4	99	-1.7	-0.5	21	-14	6	1	-1.3	-7
CCc1nc(N2CCCC(C)C2)c2oc3ccccc3c2n1 (centres undefined)	-4	-3.9	103	-0.3	0.5	-1	-18	-12	1	2.2	0
COC(=O)c1c(C)cc(OC(C)=O)c(C)c1OC(C)=O	130	2.2	100	3.4	2.6	10	-7	15	20*	-3.0	-4
Cc1ccc(OCC(=O)N(Cc2ccccc2)c2c(N)n(Cc3ccccc3)c(=O)[nH]c2=O)c(C)c1	-17	0.2	106	0.5	-0.4	-23	-9	2	-6	-0.3	2
COc1ccc(NC(=S)NNC(=O)c2ccco2)c(OC)c1	-3	2.3	106	-2.0	2.2	4	17	8	-20	-2.0	-2
N#Cc1nnn(-c2cc(Cl)cc(Cl)c2)c1N	-1	0.5	/	6.4	4.8	-21	-11	17	7	-3.4	-1
O=C(N1CCCC1)n1c(Cc2ccccc2)nc2ccccc21	-6	-2.0	101	1.6	3.5	-1	-1	7	-16	-1.1	0
Cc1[nH]n(-c2ccc(Cl)cc2)c(=O)c1/C=N/n1c(C)nc2ccccc2c1=O	-3	0.9	92	-0.7	0.6	-18	34	-15	-1	2.5	7
Cc1cccc(C)c1NC(=O)c1c(O)c2ccccc2[nH]c1=O	10	3.1	92	6.6	10	-12	16	-30	7	6.0	3
CCOc1cc(C(=S)N2CCOCC2)ccc1OC	134	-2.7	126	-0.6	2.7	5	6	1	-6	-0.2	-3
CC(=O)c1c(C)[nH]c(C(=O)COC(=O)c2c(C)noc2C)c1C	8	0.2	/	0.4	0.6	-3	-8	13	14	-3.3	1
COc1cccc(Oc2nc3ncn(Cc4ccccc4)c3c(=O)n2C)c1	5	-0.9	/	2.2	2.6	25	6	13	-14	-3.1	-10
COc1cccc(CNC(=O)C2CCC(CNc3c(N4CCC(C)CC4)c(=O)c3=O)CC2)c1 (centres undefined)	9	-2.0	100	-0.7	0.0	-4	-21	11	-11	-2.1	1
CC(=O)NS(=O)(=O)c1ccc(NC(=O)c2ccccc2F)cc1	7	-2.3	128	-0.6	2.0	1	/	5	-5	-0.8	-1
Cc1cccc(NC(=S)NCCN2CCOCC2)c1C	9	0.3	/	2.5	0.8	22	16	6	5	-1.1	-1
COc1ccccc1CNC(=O)c1ccc(OCc2c(C)noc2C)c(OC)c1	-18	1.1	90	1.4	2.1	-17	-14	8	5	-1.4	1
O=C(NCc1cccc(Cl)c1)c1ccc2c(c1)OCO2	15	2.5	/	1.0	3.5	8	3	12	-8	-2.2	2
O=C(COC(=O)c1ccc(O)cc1)Nc1ccc2[nH]c(=O)[nH]c2c1	-5	0.2	102	-0.2	2.9	9	/	8	-1	-1.2	0
Cc1ccccc1NS(=O)(=O)c1cc(C(=O)Nc2cccc([N+](=O)[O-])c2)ccc1C	-21	0.9	101	4.5	3.2	24	-6	-39	-1	7.3	3
Nn1c(SCC(=O)Nc2ccc(F)cc2)nnc1C1CCCCC1	13	-2.1	107	0.2	2.9	4	/	11	3	-2.4	-2
O=C(NCc1ccco1)c1ccc(Br)s1	0	2.3	102	4.5	9.7	6	-5	14	-9	-2.8	0
Cc1ccc(Nc2nc(OC(C(F)(F)F)C(F)(F)F)nc(N3CCOCC3)n2)cc1	-11	1.6	104	1.2	-0.8	-46	-4	-56	-3	13	3
N#CCC(=O)Nc1sc2c(c1C(N)=O)CCCC2	4	-2.7	107	-2.3	1.6	-25	10	-1	-2	0.2	10
Fc1ccccc1CN(CCN1CCOCC1)C(=S)Nc1ccccc1Cl	17	-0.8	132	0.2	2.8	-1	/	8	-9	-1.5	-3
COc1cccc(-c2ncc3ccccc3c2COC(=O)c2ccc(Br)cc2)c1	-16	-0.9	109	2.5	2.7	27	10	4	3	-0.7	-11
Cc1cccc(NC(=S)N/N=C/c2ccc([N+](=O)[O-])s2)c1	237	19*	73	15*	11	12	100*	-31	8	5.2	-2
COc1ccc(-c2cn(-c3ccc(C)cc3)c(=O)n2CC(=O)Nc2cccc(F)c2)cc1	/	0.8	/	1.3	0.6	-1	-14	-1	-4	0.3	-2
O=C(c1ccc(Cl)c([N+](=O)[O-])c1)N(Cc1ccccc1)C1CCS(=O)(=O)C1 (centres undefined)	-3	0.8	122	1.6	-0.4	9	17	3	-6	-0.6	3
COc1ccc(C=NC(CO)C(O)c2ccc([N+](=O)[O-])cc2)cc1 (centres undefined)	3	-3.5	119	2.4	3.5	9	-13	2	-8	-0.5	1
Cc1ccc(S(=O)(=O)N2CCOCC2)cc1NC(=O)CNCC1CCCCC1	1	-1.9	/	1.3	2.4	3	11	3	-1	-0.7	3
CCc1noc2c1/C(=N\O)CC(c1ccccc1)C2 (centres undefined)	-5	-1.4	116	3.9	2.1	-23	-14	2	-3	-0.3	-5
C=CCn1c(N)c(S(=O)(=O)c2cccs2)c2nc3ccccc3nc21	61	1.7	102	0.8	1.3	15	0	7	-9	-1.2	0
Cc1ccc(C2C(C#N)=C(N)Oc3c2oc(CO)cc3=O)o1 (centres undefined)	221	2.3	/	2.7	1.1	3	/	6	-5	-1.1	-1
O=C(NCC(=O)N1CCN(c2ccccc2O)CC1)C1CCCCC1	7	-2.5	106	-0.5	-1.5	-15	/	6	-5	-1.0	5
COc1ccc(-c2cc(C(=O)OC(C)C(=O)Nc3c(C)n(C)n(-c4ccccc4)c3=O)c3ccccc3n2)cc1 (centres undefined)	28	0.0	101	1.4	4.4	3	-7	5	4	-0.8	-1
O=c1c2c(nc3nc(CCc4ccccc4)[nH]n13)CCC2	-3	0.7	119	1.6	0.8	4	-3	-1	-7	0.2	-1
COc1cc(OC)c(/C=N/NC(=O)Cn2nc([N+](=O)[O-])cc2C)c(OC)c1	-20	0.2	106	1.4	0.1	6	10	5	11	-1.0	1

Given as comma-separated lines: entries from further up
Molecule,SUMO Mot1 rescue,Ecoli viability,Pemphigus Ab inh,AddAB inh,phage Ecoli inh,HTR5A inv ag,PfHsp90 set2,OPRM1-OPRD1 inv,PKA-R1A act,MOR-DOR ag,HTR5A ag ctr
Cc1ccc(S(=O)(=O)N2CCOCC2)cc1NC(=O)CNCC1CCCCC1,1,-1.9,/,1.3,2.4,3,11,3,-1,-0.7,3
O=c1c2c(nc3nc(CCc4ccccc4)[nH]n13)CCC2,-3,0.7,119,1.6,0.8,4,-3,-1,-7,0.2,-1
COc1cc(OC)c(/C=N/NC(=O)Cn2nc([N+](=O)[O-])cc2C)c(OC)c1,-20,0.2,106,1.4,0.1,6,10,5,11,-1.0,1
O=C(c1ccc(Cl)c([N+](=O)[O-])c1)N(Cc1ccccc1)C1CCS(=O)(=O)C1 (centres undefined),-3,0.8,122,1.6,-0.4,9,17,3,-6,-0.6,3

Reprinted at random: two compounds from above
SMILES	SUMO Mot1 rescue	Ecoli viability	Pemphigus Ab inh	AddAB inh	phage Ecoli inh	HTR5A inv ag	PfHsp90 set2	OPRM1-OPRD1 inv	PKA-R1A act	MOR-DOR ag	HTR5A ag ctr
COc1cc(OC)c(/C=N/NC(=O)Cn2nc([N+](=O)[O-])cc2C)c(OC)c1	-20	0.2	106	1.4	0.1	6	10	5	11	-1.0	1
N#CCC(=O)Nc1sc2c(c1C(N)=O)CCCC2	4	-2.7	107	-2.3	1.6	-25	10	-1	-2	0.2	10

More results follow.
SMILES	SUMO Mot1 rescue	Ecoli viability	Pemphigus Ab inh	AddAB inh	phage Ecoli inh	HTR5A inv ag	PfHsp90 set2	OPRM1-OPRD1 inv	PKA-R1A act	MOR-DOR ag	HTR5A ag ctr
O=C(/C=C/c1ccco1)Nc1ccc(Oc2ccccc2)cc1	-4	2.5	102	3.3	4.8	-7	-19	-14	-7	2.4	-2
Cc1ccc(C(=O)CSc2cc(C)[nH]c(=O)n2)cc1	-23	0.0	120	0.1	0.8	2	-8	12	-1	-2.5	0
COc1ccc(S(=O)(=O)N(C)CC(=O)Nc2ccc(C)cc2)cc1OC	i	0.7	104	0.8	2.5	-47	-2	14	6	-2.8	3
CCc1c(C#N)c(SCCC(=O)Nc2cccc(OC)c2)nc2c1C(=O)CC(C)(C)C2	7	0.3	101	3.5	3.0	-15	6	-2	-7	0.3	2
COc1ccc(-c2sc3ccccc3c2-c2ccc(O)cc2)cc1	17	-1.0	/	4.4	2.3	-6	?	-6	1	1.1	-3
O=C(CCCc1ccccc1)Nc1cccnc1Cl	3	1.7	104	2.7	4.0	-2	-3	15	-5	-2.8	1
COc1cccc(-n2nnnc2SCC(=O)NCCc2ccccc2)c1	-1	-1.1	106	2.8	0.6	2	-10	11	1	-1.9	-1

Source: PubChem BioAssay (several laboratories)
